High-throughput results from PubChem BioAssay.
NPY-Y1 PAM-ag – potentiates or activates human NPY-Y1 receptor. 220,000 compounds, 0.37% hits. AID 1304. activation, % at 3.6 µM. NPY-Y1 expressing cells, potentiator/agonist activation. P25929; in the data active = activation above about 33%, passing the limit was not always enough;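 note: cells stimulated with NPY at EC10 then isoproterenol at EC100; 0% = low agonist plus stimulus and 100% = saturating agonist plus stimulus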
Target sequence (P25929 whole entry, looked up): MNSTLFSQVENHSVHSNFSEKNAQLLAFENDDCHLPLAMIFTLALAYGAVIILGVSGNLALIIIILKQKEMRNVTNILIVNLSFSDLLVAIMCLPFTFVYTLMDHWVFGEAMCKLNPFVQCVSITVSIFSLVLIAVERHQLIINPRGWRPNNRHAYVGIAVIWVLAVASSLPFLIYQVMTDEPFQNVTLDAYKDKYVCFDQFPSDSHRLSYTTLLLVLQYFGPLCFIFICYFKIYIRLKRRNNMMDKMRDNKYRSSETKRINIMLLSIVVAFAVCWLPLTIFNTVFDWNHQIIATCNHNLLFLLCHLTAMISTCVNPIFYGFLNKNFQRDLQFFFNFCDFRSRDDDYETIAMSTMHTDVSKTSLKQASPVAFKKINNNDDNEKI
EP2 mod – modulators of human EP2 prostaglandin E2 receptor; EP2-expressing cells, cAMP HTRF FRET, PGE2 co-stimulation; induction, % at 25 µM; 260,000 compounds, 0.83% hits; AID 940;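 active = compounds whose cAMP rise, as percent of the full-agonist control response, exceeds 60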;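 note: rat C6 glioma line stably carrying human EP2 under a CMV promoter; the protocol text gives 20 µM as final concentration; 100% = response of wells given 1 µM PGE2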
zfTRPN1 agonist – activates the zebrafish TRPN1 channel | 220,000 compounds, 0.18% hits | HEK293 zebrafish TRPN1-YFP, Fluo-8 calcium fluorescence; 100% = response to 87 µM carbachol | activation, % at 3 µM | AID 1424;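 active = activation above its plate's cutoff, the mean activation of test wells on that plate plus 3 SD, cut at about 19% in these data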;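 note: 0% = DMSO alone and 100% = 87 µM carbachol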
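Material – zebrafish TRPN1-YFP in HEK293 cells · Doses – 3 µM single point · Schedule – dye 1 h 37 °C plus 30 min RT · Signal – Fluo-8 calcium fluorescence, excitation 470-495 nm, emission 515-575 nm · Read-out – % activation versus carbachol response · Control set – carbachol high, DMSO low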
NPY-Y1 antag – NPY-Y1 (human) receptor antagonism. inhibition, % at 3.6 µM. AID 1040. P25929. HEK293-CNG Y1 cells, membrane potential fluorescence; NPY at EC95, then isoproterenol. 200,000 compounds, 1% hits;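 active = inhibition above the campaign mean inhibition of all tested compounds plus 3 SD, cut at about 20% in these data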;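 note: 0% = DMSO wells given NPY plus isoproterenol and 100% = isoproterenol alone without NPY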
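Test system: HEK293 cells co-expressing NPY Y1 receptor and cyclic-nucleotide gated channel; Also added: NPY (25 nM), isoproterenol (1 µM), Ro 20-1724 (25 µM); Compound dosing: one concentration, 3.6 µM, in 0.4% DMSO; Timing: dye 3 h, compound 60 min room temperature, stimulation 45 min; Technique: Membrane-potential fluorescent dye readout.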
PPC-1+TRAIL kill – compounds killing PPC-1 cancer cells with TRAIL present (potentiator screen, no TRAIL-free arm) | 220,000 compounds, 0.41% hits | PPC-1 cells + TRAIL, ATPLite viability luminescence | cell killing (% activity), % at 4 µM;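 active = cell killing above 50% in the first pass at 4 µM, then a duplicate retest at 5 µM averaging 50% or more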;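 note: plate controls were cells with TRAIL plus DMSO for no effect and medium-only wells lacking cells for full effect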
14-3-3 Bad inh – disrupts binding of bovine 14-3-3 zeta to phospho-Bad peptide | AID 781 | P63103 | inhibition, % at 21.7 µM | 220,000 compounds, 0.71% hits | TR-FRET 14-3-3zeta/Dy647-pBad peptide displacement, 1 h;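 active = inhibition above about 70%, limit read from the data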;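 note: 0% = full 14-3-3 plus peptide FRET controls and 100% = background without 14-3-3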
TRPML3 ag – human mucolipin-3 channel agonism; Q8TDD5; HEK293 TRPML3-YFP, Fluo-8 calcium fluorescence; 100% = the carbachol control signal; activation, % at 3 µM; 220,000 compounds, 0.29% hits;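 active = activation above its plate's cutoff, the mean activation of the plate's test wells plus 3 SD, cut at about 12% in these data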;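 note: 0% = DMSO only wells and 100% = carbachol wells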
Target sequence (Q8TDD5 whole entry, looked up): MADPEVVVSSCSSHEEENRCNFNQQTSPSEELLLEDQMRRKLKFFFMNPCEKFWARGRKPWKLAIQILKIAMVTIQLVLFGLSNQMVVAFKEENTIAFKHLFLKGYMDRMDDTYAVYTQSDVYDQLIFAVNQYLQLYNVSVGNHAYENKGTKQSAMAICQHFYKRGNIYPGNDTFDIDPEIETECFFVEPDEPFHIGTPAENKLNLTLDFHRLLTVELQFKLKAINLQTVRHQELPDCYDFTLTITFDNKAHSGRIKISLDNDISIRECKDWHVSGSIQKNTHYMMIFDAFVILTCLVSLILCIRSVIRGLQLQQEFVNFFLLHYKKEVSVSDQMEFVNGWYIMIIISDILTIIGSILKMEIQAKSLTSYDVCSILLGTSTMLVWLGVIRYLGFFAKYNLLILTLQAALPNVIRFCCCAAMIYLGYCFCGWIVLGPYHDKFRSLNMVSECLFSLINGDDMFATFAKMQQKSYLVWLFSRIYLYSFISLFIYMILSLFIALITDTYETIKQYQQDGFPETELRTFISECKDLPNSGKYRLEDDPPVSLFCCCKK
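Material: TRPML3-YFP stable HEK293 cells | Dosing: One concentration, 3 µM nominal, 0.3% DMSO | Timing: 125 s total fluorescence read per well | Technique: Fluo-8 calcium dye fluorescence, ex 470-495, em 515-575 nm | Measure: Percent activation from peak-to-basal fluorescence ratio, scaled between DMSO and carbachol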
CHOP inhibitor – inhibitors of CHOP induction in ER stress response | 220,000 compounds, 3.8% hits | inhibition, % at 10 µM | CHO-K1 CHOP-promoter luciferase, tunicamycin-induced, 15-18 h;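 active = compounds that reduced the stress-induced luciferase reporter signal by more than about 70% of percent inhibition, limit read from the data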;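 note: 0% = tunicamycin plus vehicle and 100% = wells without tunicamycin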
EP2 antag – inhibitors of human EP2 prostaglandin E2 receptor | P43116 | C6 glioma cells expressing human EP2, cAMP TR-FRET; cells stimulated with saturating PGE2 | inhibition, % at 25 µM | 260,000 compounds, 0.52% hits;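 active = percent inhibition above 40 after rounding to a whole number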;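 note: rat C6 glioma host cells with rolipram phosphodiesterase inhibitor present; the protocol text gives 20 µM as final concentration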
The depositor's hits bear a star; nt = not tested or not shown; & = joins results of further samples; [ ] = remark or other dose. Only part of the results is shown; rates above refer to the full screens.

SMILES | NPY-Y1 PAM-ag | EP2 mod | zfTRPN1 agonist | NPY-Y1 antag | PPC-1+TRAIL kill | 14-3-3 Bad inh | TRPML3 ag | CHOP inhibitor | EP2 antag
COc1ccc2cc(C(=O)C3CCCN(C(=O)c4cc5nc(C)cc(C)n5n4)C3)ccc2c1 (configuration not stated) | 5 | -20 | -0.4 | 8 | 8 | -2 | 0.6 | -11 | 5
COc1ccc(CCNC(=O)CS(=O)(=O)c2cn(CC(=O)N3CCOCC3)c3ccccc23)cc1OC | 0 | 24 | -1.0 | 4 | 7 | -7 | 0.5 | -9 | 4
COC(=O)c1sc(-c2ccc(C(C)(C)C)cc2)cc1NC(=O)/C=C/C(=O)O | 51* | -66 | 1.5 | nt | 18 | 10 | -0.3 | -55 | 18
CC1=CCC2C(=O)N(c3ccc(C(=O)N4CCCCCC4)cc3)C(=O)C2C1 (configuration not stated) | -21 | -4 | 0.7 | 4 | 3 | -4 | 0.6 | 16 | 12
Cc1c(NS(=O)(=O)c2ccc3c(c2)OCCO3)cccc1-c1nc2cccnc2s1 | 21 | -19 | 7.1 | -1 | 12 | -1[fluorescence artefact?] | 2.7 | 24 | 12
Cn1c(=O)c(-c2cc(Br)ccc2N)nc2ccccc21 | -13 | 10 | -0.7 | 1 | -2 | -7 | 0.1 | 48 | 4
O=C(NCCc1cn2ccccc2n1)c1ccccc1F | 4 | 8 | 1.0 | 2 | 43 | -1 | 0.7 | -3 | 7
Cc1cccc(NC(=O)NCC(F)(F)F)n1 | -13 | 20 | 0.7 | 4 | 20 | -1 | 0.7 | -3 | 6
O=C1c2ccccc2C(=O)N1c1nc2nccc(-c3ccccc3)n2n1 | 1 | 29 | 0.7 | 10 | 7 | -3 | -0.2 | -2 | 2
CCOP(=O)(c1ccccc1Cl)C1(O)CCCCC1 (configuration not stated) | 5 | 24 | -0.5 | -6 | 13 | -8 | 1.1 | 50 | 15
CN(C)N1C(N)=C(C#N)C(c2ccccc2)C2=C1CCCC2=O (configuration not stated) | 22 | 12 | 0.8 | 0 | 18 | -10 | 0.4 | 14 | 8
Cc1ccc(-c2cn3c(n2)CCCC3)cc1 | -9 | -1 | -0.4 | 1 | 10 | 14 | 0.4 | 13 | 2
O=C(O)CCN1CC2([N+](=O)[O-])C=CC(=O)C([N+](=O)[O-])(C1)C2CC(=O)c1ccccc1 (configuration not stated) | 7 | 9 | 0.5 | -5 | 26 | -7 | 0.7 | 17 | 3
COCCN(C(=O)c1ccco1)c1nnc(-c2ccc(OC)cc2)s1 | 7 | 13 | -1.3 | 6 | 26 | 2 | 0.4 | 2 | 7
Cc1ccn(CC(C)C(=O)O)n1 (configuration not stated) | -1 | -2&47 | 2.1 | 3 | 16 | -1 | 0.6 | 0 | 5&8
CCOC(=O)C1CCCN(C(=O)c2cc3nc(-c4ccc5c(c4)OCO5)cc(C(F)(F)F)n3n2)C1 (configuration not stated) | -60 | -33 | 0.4 | 1 | 4 | -6 | 0.4 | 59 | 9
O=C(Nc1ccccc1C(=O)NC(Cc1c[nH]c2ccccc12)C(=O)O)c1ccccc1 (configuration not stated) | 7 | 16 | -0.9 | nt | 10 | -1 | 0.4 | 6 | 10
Clc1cccc(NC2=NCCC2)c1 | -4 | 9 | 0.7 | -2 | -33 | 5 | 1.4 | -22 | 10
NC(=O)NCc1ccccc1 | 1 | 7 | 0.3 | -4 | -7 | -3 | 0.8 | -3 | 12
Brc1ccc2nc3c(n2c1)CCCC3 | -17 | 22 | 0.6 | 0 | 7 | -5[fluorescence artefact?] | 0.7 | -9 | 17

Shown in markdown: 3 of the compounds above
| canonical_smiles | NPY-Y1 PAM-ag | EP2 mod | zfTRPN1 agonist | NPY-Y1 antag | PPC-1+TRAIL kill | 14-3-3 Bad inh | TRPML3 ag | CHOP inhibitor | EP2 antag |
| --- | --- | --- | --- | --- | --- | --- | --- | --- | --- |
| COC(=O)c1sc(-c2ccc(C(C)(C)C)cc2)cc1NC(=O)/C=C/C(=O)O | 51* | -66 | 1.5 | nt | 18 | 10 | -0.3 | -55 | 18 |
| CC1=CCC2C(=O)N(c3ccc(C(=O)N4CCCCCC4)cc3)C(=O)C2C1 (configuration not stated) | -21 | -4 | 0.7 | 4 | 3 | -4 | 0.6 | 16 | 12 |
| Cc1c(NS(=O)(=O)c2ccc3c(c2)OCCO3)cccc1-c1nc2cccnc2s1 | 21 | -19 | 7.1 | -1 | 12 | -1[fluorescence artefact?] | 2.7 | 24 | 12 |

Later entries.
SMILES | NPY-Y1 PAM-ag | EP2 mod | zfTRPN1 agonist | NPY-Y1 antag | PPC-1+TRAIL kill | 14-3-3 Bad inh | TRPML3 ag | CHOP inhibitor | EP2 antag
CC(C)(C)c1ccc(-c2nc3n(c(=O)c2C#N)CCS3)cc1 | 9 | -17 | -1.4 | -5 | nt | 0 | -0.4 | -15 | 11
O=C(Cc1ccccc1)Nc1ccc2oc(-c3cccnc3)nc2c1 | 10 | 10 | 1.6 | -4 | 9 | -10 | 0.4 | 0 | 12
Cc1c(Cl)cccc1NC(=S)N1CCC(N(C)CC2CCCO2)CC1 (configuration not stated) | -14 | -11 | -0.3 | 6 | 15 | -12 | 1.2 | 9 | 16
CC1CCCCC1NC(=O)CN(C)S(=O)(=O)c1cccc2nsnc12 (configuration not stated) | 16 | 26 | -1.0 | 0 | 27 | 10[fluorescence artefact?] | 0.2 | 6 | 14
COc1cccc(-c2noc(CCC(=O)NC3CCCCC3)n2)c1 | -10 | -19 | 0.4 | 10 | -1[5 µM] | 1 | 0.1 | 56 | 7
COC(=O)CCn1nnc(-c2ccc(C(C)C)cc2)n1 | -5 | 21 | -0.6 | 4 | 19 | 8 | 0.3 | 88* | 4
O=C(COC(=O)CCc1nc2ccccc2c(=O)[nH]1)NC(=O)NC1CCCC1 | -18 | -2 | -2.0 | -1 | 29 | -2 | -0.4 | 13 | 5
CCCc1ccc(OCc2ccc(C(=O)NCc3cccnc3)o2)c(OC)c1 | 7 | 1 | 0.7 | 3 | nt | -1 | 1.3 | 36 | 12
O=C(O)/C=C/C(=O)Nc1ccc(Cl)c(C(=O)O)c1 | -3 | 19 | 0.4 | nt | 4 | 7 | 1.1 | -10 | 7
COc1cc(NC(=O)c2cccs2)ccc1NC(=O)c1ccccc1Cl | 7 | -57 | -0.2 | 0 | 7 | -16 | 1.4 | 6 | 7
Cc1nn(Cc2ccccc2)c(Cl)c1C(=O)OC(C)C#N (configuration not stated) | -11 | 23 | 0.2 | 0 | 0 | 5 | -0.1 | 17 | 5
Cc1cccc(C)c1NC1=NC(=S)N(c2ccc(C(=O)O)cc2)C12CCCCC2 | -4 | 25 | 2.0 | -2 | 16 | -1 | 0.5 | -9 | 4
CCOC(=O)CNC(=O)Cn1cnc2c(nnn2-c2ccc(F)cc2)c1=O | 2 | 2 | 1.3 | -4 | -2 | 4 | 0.2 | 18 | 7
CCOC(=O)c1sc(C)c(C(=O)NCCCN2CCOCC2)c1N | 12 | 20 | 0.2 | 1 | -6 | -12 | 0.1 | 1 | 10
COc1cccc(C(=O)NC(C)C(c2cccs2)N2CCOCC2)c1 (configuration not stated) | -5 | -6 | 1.4 | 2 | 1 | -13 | 0.2 | 36 | 9
COc1ccc(C2CC3CC(c4ccccc4)N2O3)cc1 (configuration not stated) | 18 | 3 | 0.3 | -2 | 4 | -9 | -0.1 | 1 | 4
COc1ccccc1NC(=O)N1CCN(c2ccccn2)CC1 | 8 | 19 | 1.2 | -5 | 16 | 15[fluorescence artefact?] | 0.2 | -10 | 11
O=C(O)C1CCCN(S(=O)(=O)c2ccccc2)C1 (configuration not stated) | -17 | 30 | -1.1 | 1 | 3 | -4 | 0.6 | 4 | 9
O=C1CS/C(=C\[N+](=O)[O-])N1c1ccccc1 | 14 | 4 | 0.4 | -2 | 7 | -11 | 0.3 | -1 | 5
Clc1ccc(CSc2nnc(NC3=NCCCCC3)s2)cc1 | 1 | 3 | 0.0 | 0 | 3 | 1 | 0.6 | 29 | 7
O=c1c2ccccc2nc(SCc2cc(F)cc3c2OCOC3)n1Cc1ccco1 | -3 | 44 | 0.4 | -3 | 29 | 14[fluorescence artefact?] | 0.2 | 38 | 8
O=C1CN(C(=O)COC(=O)c2cccnc2Cl)c2ccccc2N1 | 18 | -5 | -0.1 | 4 | 12 | -3 | 1.1 | -18 | 3
CCOC(=O)c1c(NC(=O)CNCCO)sc(C)c1C | -14 | 13 | -0.7 | 3 | -8 | -16 | 0.4 | 0 | 17
Oc1ccc(-c2nccc(-c3cccs3)n2)cc1 | 7 | -1 | -0.9 | 2 | -18 | -4 | -0.1 | 58 | 2
O=C(CSCc1ccc(Cl)cc1)N/N=C/c1c(Cl)cccc1Cl | -1 | -56 | 1.4 | 3 | -4 | -24 | 0.6 | 92* | 11
CCCCOC(=O)c1ccc(NC(=O)CSc2nncn2C)cc1 | 15 | 2 | 0.7 | -4 | 1 | 4 | 0.6 | nt | 8
COc1ccc(C(=O)c2c[nH]c(C(=O)NCCCn3ccnc3)c2)cc1 | 2 | -7 | 2.5 | 3 | 13 | 11 | 0.7 | 30 | 6
O=c1[nH]c2ccc(NC(=S)Nc3ccccc3)cc2[nH]1 | -13 | -13 | 1.8 | 7 | 0 | -20 | 1.0 | 22 | 2
CC1=C(C#N)C(c2ccoc2)C(C(=O)OCc2ccccc2)=C(N)S1 (configuration not stated) | -22 | 28 | -0.7 | -2 | 3 | 50[fluorescence artefact?] | -0.5 | 46 | -6
CCOC(=O)c1sc(=S)n(CC)c1NC(=O)CC | 2 | 10 | -0.8 | 7 | 10 | -4 | 0.6 | 27 | 3
O=C(Cn1cc2c(n1)CCCCC2)NCc1cccs1 | 1 | -13 | 1.8 | -4 | 12 | 3 | 0.7 | 0 | 8
CC(C)(C)OC(=O)NCCCC[C@H](NC(=O)c1[nH]cnc1C(=O)N[C@@H](Cc1ccccc1)C(=O)OC(C)(C)C)C(=O)OC(C)(C)C | nt | 0 | nt | nt | 18 | -12 | nt | 62 | 18

3 compounds from above, ordered by their value in TRPML3 ag, rising:
Molecule,TRPML3 ag
O=c1c2ccccc2nc(SCc2cc(F)cc3c2OCOC3)n1Cc1ccco1,0.2
COc1ccc(C(=O)c2c[nH]c(C(=O)NCCCn3ccnc3)c2)cc1,0.7
O=c1[nH]c2ccc(NC(=S)Nc3ccccc3)cc2[nH]1,1.0
